Compound activity (PubChem)
MgcRacGAP inhibition = MgcRacGAP GTPase-activating activity inhibitors, confirmation, biochemical, ADP Hunter fluorescence; MgcRacGAP-stimulated Rac1 GTP hydrolysis, ADP Hunter fluorescence; higher % means a stronger effect; GST-tagged Rac1 F28L mutant substrate; one-dose inhibition, % at 30 µM; IC50 in µM for titrated hits; hit rate 0.6% among 340,000;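 active = first-screen hits whose inhibition reached a set limit at any dose in the follow-up dose series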;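 note: fluorescence reports GDP produced by GAP-driven GTP hydrolysis; strong numbers were not always called active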
NTR1 ag = NTR1-driven beta-arrestin-GFP spot formation – imaging, U2OS cells, high content, primary screen (AID 493036); hit rate 0.17% among 330,000; activation, % at 20 µM; agonist mode;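 active = activation at or above 40% of the spot to cytoplasm intensity ratio, with at least 20 cells analyzed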;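 note: 0% = DMSO without peptide and 100% = 100 nM NTR1 peptide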
Target sequence (P30989 whole entry, looked up): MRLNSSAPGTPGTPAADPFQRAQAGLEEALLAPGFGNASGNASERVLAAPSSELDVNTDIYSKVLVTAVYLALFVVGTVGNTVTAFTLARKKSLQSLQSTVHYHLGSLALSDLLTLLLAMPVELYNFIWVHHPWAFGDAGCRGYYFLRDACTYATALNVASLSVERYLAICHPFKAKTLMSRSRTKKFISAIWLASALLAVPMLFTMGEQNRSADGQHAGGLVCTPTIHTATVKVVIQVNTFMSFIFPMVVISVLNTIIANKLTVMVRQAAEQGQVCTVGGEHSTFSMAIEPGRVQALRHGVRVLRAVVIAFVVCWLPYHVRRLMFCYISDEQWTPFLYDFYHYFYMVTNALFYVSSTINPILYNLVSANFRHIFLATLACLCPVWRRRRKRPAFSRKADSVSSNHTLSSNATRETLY
K1F lysis inhibition = protection from phage-mediated lysis, alamar blue read-out – E. coli UTI89, K1F phage, bacterial capsule biogenesis inhibitors (AID 488966). E. coli UTI89 K1F phage lysis, alamar blue, 2 h; higher % means a stronger effect. inhibition, % at 100 µM, or IC50 in µM where a hit was titrated. hit rate 0.02% among 340,000;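 active = phage lysis inhibition, versus mean bacterial control, above a set limit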;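 note: capsule biogenesis inhibitors block K1F phage lysis so surviving cells raise fluorescence; higher fluorescence means more inhibition of phage lysis; actives were called in the ten point dose series up to 300 µM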
GPR35 arrestin U2OS = inhibition of zaprinast-stimulated GPR35 beta-arrestin translocation – imaging, U2OS, beta-arrestin-GFP, zaprinast agonist, primary screen (AID 2058); U2OS GPR35 beta-arrestin-GFP translocation imaging, zaprinast antagonism; higher % means a stronger effect; inhibition, % at 10 µM; hits with a dose series show IC50 in µM; hit rate 0.052% among 290,000;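 active = inhibition of at least 50% with at least 30 cells and total cytoplasm GFP at most 10,000,000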
GPR55 beta-arrestin = selective activators of receptor GPR55 – imaging, U2OS cells, beta-arrestin-GFP redistribution, primary screen (AID 1961) | U2OS GPR55 beta-arrestin-GFP redistribution imaging; higher % means a stronger effect | activation, % at 10 µM, or EC50 in µM where a hit was titrated | hit rate 0.048% among 290,000;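 active = activation above 40% with more than 50 cells counted in the well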;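 note: U2OS osteosarcoma cells stably expressing GPR55 and beta-arrestin-GFP; plate controls were DMSO negative control for no effect and LPI positive control for full effect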
KOR beta-arrestin-1 = kappa opioid receptor blockers – cell-based, luminescence, uHTS (AID 1778); hit rate 0.091% among 290,000; KOR beta-arrestin recruitment, luminescence, antagonist mode; higher % means a stronger effect; inhibition, % at 10 µM, or IC50 in µM where a hit was titrated; in the data active = inhibition above about 50%; note: strong numbers were not always called active
KOR beta-arrestin-2 = KOR agonists, beta-arrestin recruitment, primary screen, cell-based, luminescence, uHTS (AID 1777); activation, % at 10 µM; hits with a dose series show EC50 in µM; hit rate 0.02% among 280,000; KOR beta-arrestin recruitment, luminescence; higher % means a stronger effect; in the data active = activation above about 50%, passing the limit was not always enough; note: a part of the inactive calls stands beside numbers as strong as those of hits
NOD1 NF-kB reporter = NOD1 signaling inhibitors, primary screen, cell-based, luminescence, uHTS (AID 1578). NOD1-driven NF-kB luciferase reporter cells, luminescence; higher % means a stronger effect. inhibition, % at 4 µM; hits with a dose series show EC50 in µM. hit rate 1% among 290,000; in the data active = inhibition mostly above about 36%, no sharp cut-off; inactive = mostly below about 34%;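 note: HEK-293T reporter cells stimulated with the NOD1 agonist gamma-tri-DAP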
GPR55 antagonists = inhibition of LPI-stimulated GPR55 beta-arrestin translocation – imaging, U2OS, beta-arrestin-GFP, LPI agonist, primary screen (AID 2013). one-dose inhibition, % at 10 µM; IC50 in µM for titrated hits. hit rate 0.13% among 290,000. U2OS GPR55 beta-arrestin-GFP translocation imaging, LPI antagonism; higher % means a stronger effect;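 active = spots per cell inhibited over 60%, with over 100 cells counted and total cytoplasm intensity under 500,000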;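 note: U2OS cells stably carrying GPR55 and arrestin-GFP stimulated by 5 µM LPI near EC80; imaged beta-arrestin-GFP aggregate spots per cell after agonist stimulation; plate controls were LPI-stimulated DMSO wells for no effect and DMSO wells without LPI for full effect; some results filed as inactive read as strong as hits; confirmed hits need IC50 under 10 µM and bright autofluorescent wells are also inconclusive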
NTR1 ag cell count 20 µM = also measured in NTR1 ag; calls as there; cell count; measured here: cell count, cytotoxicity flag
* marks the source's active call; other numbers are inactive results; & = joins results of further samples; [ ] = dose if it differs, or a comment. This is a subset. The share of hits here may be higher or lower than overall.

Screening C=CCN(c1ccccc1)S(=O)(=O)c1cccc(C(=O)Nc2nnc(SCC)s2)c1 returned MgcRacGAP inhibition -1%, NTR1 ag 4.4, K1F lysis inhibition 2.0%, GPR35 arrestin U2OS -2%, GPR55 beta-arrestin -0.2%, KOR beta-arrestin-1 -27%, KOR beta-arrestin-2 9.2%, NOD1 NF-kB reporter 4%, GPR55 antagonists 9% and NTR1 ag cell count 20 µM 47.
`N#Cc1nc(-c2ccc(OCc3ccccc3)cc2)oc1NCc1ccco1` gave MgcRacGAP inhibition 28%, NTR1 ag 1.2, K1F lysis inhibition 2.1%, GPR35 arrestin U2OS 22%, GPR55 beta-arrestin 0.3%, KOR beta-arrestin-1 -3%, KOR beta-arrestin-2 -7.3%, NOD1 NF-kB reporter -59%, GPR55 antagonists 7% and NTR1 ag cell count 20 µM 59.
O=C(Cn1nc(-c2ccc3c(c2)OCCO3)ccc1=O)Nc1ccc(N2CCOCC2)cc1 was read as NTR1 ag 1.9, GPR35 arrestin U2OS -2%, GPR55 beta-arrestin 0.1%, KOR beta-arrestin-1 0%, KOR beta-arrestin-2 4.2%, NOD1 NF-kB reporter -7%, GPR55 antagonists -2% and NTR1 ag cell count 20 µM 60.
COc1ccc(C(=O)C2CCCN(C/C=C/c3ccccc3OC)C2)c(OC)c1 (stereo not given) was read as MgcRacGAP inhibition 10%, NTR1 ag -0.3, K1F lysis inhibition 0.1%, GPR35 arrestin U2OS 2%, GPR55 beta-arrestin -0.3%, KOR beta-arrestin-1 -22%, KOR beta-arrestin-2 2.3%, NOD1 NF-kB reporter 2%, GPR55 antagonists -7% and NTR1 ag cell count 20 µM 80.
For Cc1nc2nc(C)c(CCC(=O)NCCCN3CCN(c4cccc(Cl)c4)CC3)c(C)n2n1 the results were MgcRacGAP inhibition 4%&4%, NTR1 ag 1.0&-0.7, K1F lysis inhibition -0.1%&2.7%, GPR35 arrestin U2OS 13%&-4%, GPR55 beta-arrestin -0.1%&0.5%, KOR beta-arrestin-1 13%&-36%, KOR beta-arrestin-2 0.6%&5.2%, NOD1 NF-kB reporter 14%&-48%, GPR55 antagonists 13%&-4% and NTR1 ag cell count 20 µM 22&55.
CCC(c1nnnn1Cc1ccccc1)N1CCN(c2ccccc2)CC1 (stereo not given) was read as MgcRacGAP inhibition -1%, NTR1 ag 3.1, K1F lysis inhibition 0.0%, GPR35 arrestin U2OS -3%, GPR55 beta-arrestin 0.2%, KOR beta-arrestin-1 -54%[20 µM], NOD1 NF-kB reporter -40%, GPR55 antagonists -11% and NTR1 ag cell count 20 µM 55.
For O=S1(=O)C[C@H]2NC(=S)N(c3ccccc3)[C@H]2C1 the results were MgcRacGAP inhibition 6%, NTR1 ag -0.6, K1F lysis inhibition 0.2%, GPR35 arrestin U2OS -2%, GPR55 beta-arrestin 0.7%, KOR beta-arrestin-1 8%, KOR beta-arrestin-2 -1.0%, NOD1 NF-kB reporter -20%, GPR55 antagonists 6% and NTR1 ag cell count 20 µM 71.
`O=C(c1cc([N+](=O)[O-])cc([N+](=O)[O-])c1)N1CCN(C(=O)c2ccco2)CC1` gave MgcRacGAP inhibition 3%, NTR1 ag 1.7, K1F lysis inhibition -0.9%, GPR35 arrestin U2OS -2%, GPR55 beta-arrestin -0.1%, KOR beta-arrestin-1 14%, KOR beta-arrestin-2 -0.5%, NOD1 NF-kB reporter 1%, GPR55 antagonists 17% and NTR1 ag cell count 20 µM 57.
Screening CC1=NN(C(N)=S)C(=O)C1N=Nc1ccc(C)cc1C (stereo not given) returned NTR1 ag 1.0, GPR35 arrestin U2OS 7%, GPR55 beta-arrestin -0.1%, KOR beta-arrestin-1 -38%, KOR beta-arrestin-2 -0.1%, NOD1 NF-kB reporter -49%, GPR55 antagonists 10% and NTR1 ag cell count 20 µM 39.
For Cc1nn(CC(=O)Nc2ccc(Br)cc2F)c(=O)c2cccn12 the results were MgcRacGAP inhibition 10%, NTR1 ag -0.3, K1F lysis inhibition -0.4%, GPR35 arrestin U2OS 20%, GPR55 beta-arrestin 0.0%, KOR beta-arrestin-1 -23%, KOR beta-arrestin-2 2.1%, NOD1 NF-kB reporter -8%, GPR55 antagonists 11% and NTR1 ag cell count 20 µM 64.
`O=C(NC1(C(F)(F)F)NC(=O)N(Cc2ccco2)C1=O)c1cccs1` (stereo not given) gave MgcRacGAP inhibition 10%, NTR1 ag 3.7, K1F lysis inhibition 0.3%, GPR35 arrestin U2OS 9%, GPR55 beta-arrestin 0.7%, KOR beta-arrestin-1 -8%, KOR beta-arrestin-2 0.9%, NOD1 NF-kB reporter -1%, GPR55 antagonists 10% and NTR1 ag cell count 20 µM 67.
For Cc1sc2ncnc(N(C)CCc3ccccn3)c2c1C the results were MgcRacGAP inhibition 148µM*, NTR1 ag 2.0, K1F lysis inhibition 0.2%, GPR35 arrestin U2OS 8%, GPR55 beta-arrestin -0.1%, KOR beta-arrestin-1 6%, KOR beta-arrestin-2 4.4%, NOD1 NF-kB reporter 3%, GPR55 antagonists 10% and NTR1 ag cell count 20 µM 53.
For CC(C)(C)OC(=O)N1CCC(c2c(C(=O)NC3CC3)cnn2-c2ccccc2)CC1 the results were MgcRacGAP inhibition 6%, NTR1 ag -1.3, K1F lysis inhibition 0.1%, GPR35 arrestin U2OS -19%, GPR55 beta-arrestin 0.2%, KOR beta-arrestin-1 -19%, KOR beta-arrestin-2 -2.0%, NOD1 NF-kB reporter -13%, GPR55 antagonists 6% and NTR1 ag cell count 20 µM 49.
CCOc1ccccc1N1CCN(C(=O)C(Sc2ccccc2)c2ccccc2)CC1 (stereo not given) was read as MgcRacGAP inhibition 12%, NTR1 ag 3.3, K1F lysis inhibition 0.1%, GPR35 arrestin U2OS 9%, GPR55 beta-arrestin -0.1%, KOR beta-arrestin-1 10%, KOR beta-arrestin-2 0.0%, NOD1 NF-kB reporter -29%, GPR55 antagonists 5% and NTR1 ag cell count 20 µM 54.
`CCOC(=O)c1c(NC(=O)Cc2cccs2)sc(C(=O)NC2CCCC2)c1C` gave MgcRacGAP inhibition 7%, NTR1 ag 1.3, K1F lysis inhibition -1.2%, GPR35 arrestin U2OS -4%, GPR55 beta-arrestin 0.0%, KOR beta-arrestin-1 -6%, KOR beta-arrestin-2 -0.2%, NOD1 NF-kB reporter -82%, GPR55 antagonists 2% and NTR1 ag cell count 20 µM 95.
Screening CN(C)S(=O)(=O)c1cccc(NC(=O)COc2cccc(C#N)c2)c1 returned MgcRacGAP inhibition 5%, K1F lysis inhibition 0.0%, GPR35 arrestin U2OS 15%, GPR55 beta-arrestin -0.2%, KOR beta-arrestin-1 -22%, KOR beta-arrestin-2 8.9%, NOD1 NF-kB reporter -26% and GPR55 antagonists -5%.
`CCOc1ccc(CCNC(=O)CCS(=O)(=O)c2ccc(Cl)cc2)cc1OCC` gave MgcRacGAP inhibition 5%, NTR1 ag -1.2, K1F lysis inhibition -0.2%, GPR35 arrestin U2OS -4%, GPR55 beta-arrestin 0.0%, KOR beta-arrestin-1 -2%, KOR beta-arrestin-2 -0.1%, NOD1 NF-kB reporter -24%, GPR55 antagonists 5% and NTR1 ag cell count 20 µM 75.
`CCN=C1S/C(=C\c2ccc(O)c(OCC)c2)C(=O)N1CC` gave MgcRacGAP inhibition 38µM*, NTR1 ag 4.5, K1F lysis inhibition 2.7%, GPR35 arrestin U2OS -14%, GPR55 beta-arrestin 0.2%, KOR beta-arrestin-1 7%, KOR beta-arrestin-2 2.6%, NOD1 NF-kB reporter -3%, GPR55 antagonists -12% and NTR1 ag cell count 20 µM 58.
Screening O=C(Cc1cccs1)NCCc1csc(-c2ccccc2)n1 returned MgcRacGAP inhibition 15%, NTR1 ag 0.7, K1F lysis inhibition 0.3%, GPR35 arrestin U2OS -6%, GPR55 beta-arrestin 0.4%, KOR beta-arrestin-1 -3%, KOR beta-arrestin-2 -2.1%, NOD1 NF-kB reporter -7%, GPR55 antagonists 3% and NTR1 ag cell count 20 µM 60.
For COC(=O)c1sc2ccccc2c1NC(=O)c1ccc(S(=O)(=O)N2CCCCC2)cc1 the results were MgcRacGAP inhibition 5%, NTR1 ag 4.8, K1F lysis inhibition 1.2%[50 µM], GPR35 arrestin U2OS -8%, GPR55 beta-arrestin -0.3%, KOR beta-arrestin-1 19%, KOR beta-arrestin-2 -7.0%, NOD1 NF-kB reporter -8%, GPR55 antagonists 14% and NTR1 ag cell count 20 µM 73.
`CCc1ccc(NC(=S)Nc2cc(OC)c(NC(=O)C(C)C)cc2OC)cc1` gave MgcRacGAP inhibition 27%, NTR1 ag 2.1, K1F lysis inhibition 9.3%, GPR35 arrestin U2OS 2%, GPR55 beta-arrestin 0.2%, KOR beta-arrestin-1 -39%[20 µM], NOD1 NF-kB reporter -28%, GPR55 antagonists 14% and NTR1 ag cell count 20 µM 27.
Screening CC(C)N=C(NC#N)SCc1ccccc1F returned MgcRacGAP inhibition 1%, NTR1 ag -1.1, K1F lysis inhibition 3.3%, GPR35 arrestin U2OS -4%, GPR55 beta-arrestin 0.0%, KOR beta-arrestin-1 25%, KOR beta-arrestin-2 -4.6%, NOD1 NF-kB reporter -4%, GPR55 antagonists 10% and NTR1 ag cell count 20 µM 56.
Screening O=C(CNC(=O)c1ccco1)OCC(=O)c1ccc2ccccc2c1 returned MgcRacGAP inhibition 6%, NTR1 ag -0.5, K1F lysis inhibition 0.2%, GPR35 arrestin U2OS -4%, GPR55 beta-arrestin 0.3%, KOR beta-arrestin-1 -14%, KOR beta-arrestin-2 -0.4%, NOD1 NF-kB reporter -14%, GPR55 antagonists 12% and NTR1 ag cell count 20 µM 84.
Cc1cc(OCc2cc(C(=O)N(C)C(C)c3ccccn3)no2)cc(C)c1Cl (stereo not given) was read as MgcRacGAP inhibition 7%, NTR1 ag 1.7, K1F lysis inhibition -0.1%, GPR35 arrestin U2OS -12%, GPR55 beta-arrestin -0.2%, KOR beta-arrestin-1 -6%, KOR beta-arrestin-2 -3.1%, NOD1 NF-kB reporter 16%, GPR55 antagonists -10% and NTR1 ag cell count 20 µM 67.
O=C(CSc1nnc(NC(=O)C2CC(=O)N(c3ccc(F)cc3)C2)s1)NCc1ccco1 (stereo not given) was read as MgcRacGAP inhibition 16%, NTR1 ag 0.9, K1F lysis inhibition -0.1%, GPR35 arrestin U2OS 2%, GPR55 beta-arrestin -0.1%, KOR beta-arrestin-1 21%, KOR beta-arrestin-2 1.0%, NOD1 NF-kB reporter -24%, GPR55 antagonists -1% and NTR1 ag cell count 20 µM 50.
